Screening data deposited in PubChem by several laboratories.
Mcl1 Bid PPI – disrupts binding of human Mcl-1 to Bid peptide; inhibition, % at 21.7 µM; AID 1021; hit rate 0.97% among 220,000; TR-FRET Mcl-1/Bid-Dy647 peptide binding, 1536-well;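 active means compounds that cut the binding signal by more than half at the single screening dose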;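 further: His-tagged Mcl-1 with europium anti-His antibody binding Bid BH3 peptide; 0% = Mcl-1 plus peptide wells and 100% = peptide-only wells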
Target sequence (Q07820 whole entry, looked up): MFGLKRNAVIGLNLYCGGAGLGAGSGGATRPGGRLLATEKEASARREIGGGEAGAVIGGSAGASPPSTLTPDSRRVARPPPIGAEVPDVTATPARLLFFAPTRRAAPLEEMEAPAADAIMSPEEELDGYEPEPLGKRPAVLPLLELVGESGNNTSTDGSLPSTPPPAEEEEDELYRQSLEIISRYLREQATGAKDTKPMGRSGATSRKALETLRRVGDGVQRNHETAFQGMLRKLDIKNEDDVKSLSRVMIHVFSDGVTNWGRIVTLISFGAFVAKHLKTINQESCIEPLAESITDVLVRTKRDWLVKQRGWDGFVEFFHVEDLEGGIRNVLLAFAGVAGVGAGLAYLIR
Cdc42 wt – changes GTP binding to wildtype human Cdc42; P60953; GST-Cdc42 beads, Bodipy-GTP binding, flow cytometry; actives lie on both sides; percent activity (GTP binding), % at 10 µM; hit rate 0.2% among 190,000; AID 761;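 active means percent activity GTP binding at least 20 points away from the 100% baseline, either down as inhibitor or up as activator; inconclusive means compound flagged as likely green fluorescent from well-wide comparison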;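 further: median bead fluorescence of bound Bodipy-FL-GTP at 100 nM; 0% = excess unlabeled GTP control and 100% = no compound control; below 100% means less GTP binding so inhibitor and above means activator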
Target sequence (P60953 whole entry, looked up): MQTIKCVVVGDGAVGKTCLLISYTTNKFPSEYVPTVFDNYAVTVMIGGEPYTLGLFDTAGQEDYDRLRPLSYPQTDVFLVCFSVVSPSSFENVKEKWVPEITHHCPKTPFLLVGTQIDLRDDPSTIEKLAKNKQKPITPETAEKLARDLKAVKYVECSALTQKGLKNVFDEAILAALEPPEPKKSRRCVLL
Mcl1-Noxa inh – disrupts binding of human Mcl-1 to Noxa peptide | Q07820 | TR-FRET Mcl-1/Noxa peptide binding, 2 h | inhibition, % at 21.7 µM | hit rate 1.5% among 220,000;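 active means compounds that cut the protein-peptide binding signal by more than 50% relative to plate controls in a single-dose test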;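 further: His-tagged Mcl-1 with rhodamine Noxa BH3 peptide and terbium anti-His antibody; 0% = Mcl-1 plus Noxa peptide wells and 100% = peptide-only wells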
Avidin bead fluor – avidin bead compound fluorescence profile; Avidin beads, compound fluorescence 488/530 nm, flow cytometry; active compounds read high; fluorescence (KMESF) at 10 µM; hit rate 0.38% among 220,000; in the data active means fluorescence above about 47; further: inactives centre near 10
HRas wt GTP – modulators of GTP binding to human HRas wildtype; hit rate 0.14% among 190,000; GST-Ras wt beads, Bodipy-FL-GTP binding, flow cytometry; actives lie on both sides; AID 759; GTP binding activity, % at 10 µM;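 active means GTP binding activity at least 20% away from the 100% baseline, either lowered as inhibitor or raised as activator; inconclusive means flagged as likely green fluorescent, judged across all proteins in the well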;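 further: 0% = unlabeled GTP competition control and 100% = no-compound control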
Target sequence (P01112 whole entry, looked up): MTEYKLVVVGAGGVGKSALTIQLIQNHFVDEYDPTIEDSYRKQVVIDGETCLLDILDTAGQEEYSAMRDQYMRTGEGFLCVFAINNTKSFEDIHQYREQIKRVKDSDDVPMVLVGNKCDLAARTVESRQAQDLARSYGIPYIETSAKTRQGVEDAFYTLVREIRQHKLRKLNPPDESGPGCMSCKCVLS
Pf gamet viab – inhibitors of late stage P. falciparum gametocyte viability | inhibition, % at 10.9 µM | AID 743093 | hit rate 0.065% among 150,000 | P. falciparum stage V gametocytes, ATP luminescence, 24 h;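 active means inhibition above the mean plus 3 SD of compounds within the control limits, set per campaign, cut at about 38% in these data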;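 further: 0% = DMSO wells and 100% = medium only without gametocytes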
Bim-Mcl-1 – human Bim-Mcl-1 interaction inhibition; inhibition, % at 10 µM; Q07820; hit rate 0.1% among 190,000; Bead-based flow cytometry, Bim peptide-Mcl-1 binding; in the data active means inhibition above about 40%;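 further: 0% = no compound tracer wells and 100% = peptide blocker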
Rac1 wt GTP bind – alters GTP binding to wildtype human Rac1; P63000; GST-Rac1 beads, fluorescent GTP binding, flow cytometry; actives lie on both sides; 0 = cold GTP competed, 100 = untreated; GTP binding activity (% of control), % at 10 µM; hit rate 0.27% among 190,000; AID 757;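 active means GTP binding activity at least 20 points away from the 100% control level, either lower or higher; inconclusive means compound flagged as likely green fluorescent, judged across all proteins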
Rac1 act GTP bind – alters GTP binding to activated mutant human Rac1; P63000; GST-Rac1 activated beads, fluorescent GTP binding, flow cytometry; actives lie on both sides; 100% means binding = to untreated wells; percent activity (GTP binding), % at 10 µM; hit rate 0.11% among 190,000;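 active means GTP binding at least 20 percentage points away from the 100% baseline, in either direction, so actives lie on both sides; inconclusive means Compound likely fluorescent itself, or too few beads counted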
Rab2A wt mod – changes GTP binding to wildtype dog Rab2A, up or down; GST-Rab2 wt beads, Bodipy-GTP binding, flow cytometry; P61105; hit rate 0.19% among 190,000; GTP binding activity, % at 10 µM;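 active means GTP binding activity at least 20 points away from 100%, either lowered or raised; inconclusive means signal likely due to the compound's own green fluorescence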;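 further: 0% = beads with excess unlabeled GTP and 100% = no-compound control corrected for plate trend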
Rab7 wt GTP bind – alters GTP binding to wildtype dog Rab7. hit rate 0.055% among 190,000. GTP binding activity (percent of control), % at 10 µM. AID 758. GST-Rab7 beads, fluorescent GTP binding, flow cytometry; actives lie on both sides; untreated = 100%, excess cold GTP = 0%;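 active means fluorescent GTP binding to Rab7 beads changed by at least 20 points from the 100% baseline, either direction, mostly lower; inconclusive means compound itself probably fluorescent, or too few beads counted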;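 further: median green fluorescence of bound Bodipy-FL-GTP per Rab7 bead population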
Numbers without * were called inactive; ? = inconclusive; · = no result given.

SMILES | Mcl1 Bid PPI | Cdc42 wt | Mcl1-Noxa inh | Avidin bead fluor | HRas wt GTP | Pf gamet viab | Bim-Mcl-1 | Rac1 wt GTP bind | Rac1 act GTP bind | Rab2A wt mod | Rab7 wt GTP bind
O=C(N/N=C/c1cccs1)c1cc(-c2ccc3ccccc3c2)n[nH]1 | -11 | 100 | 6 | 11 | 99 | -13 | -2 | 101 | 101 | 99 | 100
Cc1nc2sc(C(c3ccco3)N3CC(C)OC(C)C3)c(O)n2n1 (configuration not stated) | -59 | 102 | 23 | 10 | 103 | -18 | 3 | 100 | 99 | 101 | 103
CC(C)NC(=O)CN(c1cccc(Br)c1)S(C)(=O)=O | -22 | 104 | -1 | 9 | 103 | · | 3 | 105 | 103 | 102 | 100
COc1cccc(CC(=O)Nc2nc3ccccc3[nH]2)c1 | -4 | 95 | 9 | 11 | 93 | 11 | -2 | 92 | 93 | 94 | 98
CC(C)(NC(=O)N1CCCC1)c1cccc(C(C)(C)NC(=O)N2CCCC2)c1 | -10 | 97 | -7 | 5 | 98 | 5 | -5 | 98 | 97 | 97 | 96
Cn1c(/C=C/N2CCOCC2)c(C(=O)c2ccc(Br)cc2)c(=O)n(C)c1=O | -17 | 96 | -3 | 32 | 99 | · | -3 | 100 | 97 | 95 | 99
O=C(Nc1ccc2c(c1)OCO2)c1ccc(S(=O)(=O)NCC2CCCO2)cc1 (configuration not stated) | -3 | 92 | 0 | 13 | 96 | -21 | -4 | 89 | 92 | 93 | 98
Cc1ccc(C)n1-c1ccc(-c2nnco2)cc1 | 7 | 88 | 36 | 3 | 92 | · | 7 | 91 | 90 | 90 | 92
CCOc1ccc(-n2cnnn2)cc1S(=O)(=O)NC1CC1 | -13 | 103 | -6 | 10 | 103 | 0 | -1 | 107 | 103 | 102 | 101
O=[N+]([O-])c1ccc(NC(=S)N2CCc3ccccc3C2)cc1 | -23 | 102 | 12 | 3 | 100 | -27 | -2 | 101 | 100 | 100 | 97
COc1ccc(CNC(=O)/C=C/c2cc([N+](=O)[O-])ccc2OC(F)F)cc1 | 16 | 99 | 16 | 7 | 95 | · | 0 | 96 | 97 | 97 | 94
O=C(Cc1ccc([N+](=O)[O-])cc1)N/N=C/c1ccc([N+](=O)[O-])o1 | -8 | 99 | 41 | 12 | 97 | 5 | 2 | 99 | 92 | 96 | 95
C=C(C)C1(O)OC(=O)C=C1OC (configuration not stated) | -2 | 97 | 9 | 6 | 97 | · | -3 | 99 | 97 | 99 | 101
O=C(CC1(O)C(=O)N(CN2CCOCC2)c2ccccc21)c1ccccc1 (configuration not stated) | 5 | 105 | 14 | 40 | 104 | · | -26 | 105 | 100 | 103 | 103
COc1ccccc1NS(=O)(=O)c1cccc(C(=O)N/N=C/c2ccc(OCC(=O)O)cc2)c1 | -14 | 96 | 16 | 9 | 95 | · | -1 | 98 | 94 | 98 | 96
Cc1ccc(S(=O)(=O)N(C)CC(=O)NC2CCCC2)cc1 | -22 | 106 | -7 | 10 | 103 | · | 0 | 109 | 100 | 104 | 100
Cc1cc(C)c(NC(=O)C2CCC(=O)N2)c(C)c1 (configuration not stated) | -16 | 96 | -2 | 9 | 94 | -19 | · | 94 | 97 | 95 | 93
Cc1cc(C)c2c3c(sc2n1)C1(CCSCC1)C(C#N)=C(N)O3 | -7 | 101 | 4 | 7 | 101 | · | -9 | 103 | 101 | 99 | 102
O=C(NC(C(=O)c1ccccc1)n1cnccc1=O)c1ccccc1 (configuration not stated) | -17 | 102 | 2 | 8 | 101 | 8 | 0 | 101 | 99 | 98 | 99
O=C1OC(c2ccccc2)=N/C1=C\N1CCCCC1 | -29 | 104 | 15 | 35 | 103 | 3 | -3 | 103 | 101 | 101 | 102
CC1CCCN(C(=O)Cn2nnc(-c3cccnc3)n2)C1 (configuration not stated) | 5 | 101 | 6 | 6 | 99 | -11 | -3 | 101 | 100 | 99 | 98
COc1ccc(NC(=S)NCCc2ccccc2)c(OC)c1 | -35 | 100 | -2 | 6 | 99 | · | -5 | 97 | 97 | 100 | 99
COCCCn1c(Cc2csc(Nc3cccc(Cl)c3)n2)nnc1SCC(=O)OC1CCCCC1 | -75 | ? | 33 | 32 | ? | · | -4 | ? | ? | ? | ?
Cc1ccc(-c2noc(C3CCN(S(=O)(=O)c4ccc5c(c4)OCCO5)CC3)n2)o1 | -7 | 97 | -9 | 4 | 98 | · | 1 | 99 | 98 | 96 | 97
CCOC(=O)c1[nH]c2ccc(OC)cc2c1NC(C)=O | -1 | 104 | 0 | 62* | 100 | · | -2 | 99 | 98 | 98 | 98
COc1ccc(C(=O)Nc2ccccc2N2CCCCC2)cc1[N+](=O)[O-] | -27 | 93 | 3 | 4 | 94 | -12 | -2 | 95 | 92 | 94 | 93
COc1ccc(S(=O)(=O)NCCc2nnc3ccc(SCC(=O)Nc4cc(C)on4)nn23)cc1 | -11 | 99 | 13 | 11 | 99 | 0 | 0 | 99 | 98 | 103 | 104
Cc1ccc(-n2c(N)c(Br)c(=O)[nH]c2=O)cc1C | -8 | 98 | -10 | 12 | 98 | · | -1 | 95 | 93 | 99 | 103
COc1ccc(-c2cc(C(=O)Nc3c(C)nn(Cc4ccccc4)c3C)no2)cc1 | 23 | 96 | -3 | 10 | 95 | · | 2 | 94 | 93 | 92 | 95
COC(=O)C(C)NC(=O)C(C)NC(=O)OCc1ccccc1 (configuration not stated) | -26 | 98 | -9 | · | 98 | -27 | -1 | 99 | 100 | 98 | 99
O=C(CCc1ccc(S(=O)(=O)NCCc2ccccc2)cc1)Nc1ccc2c(c1)OCCO2 | -27 | 102 | 12 | 6 | 101 | -1 | -3 | 102 | 99 | 102 | 103
Fc1ccc(-c2oncc2-c2nnnn2-c2ccccc2)cc1F | -6 | 101 | -5 | 6 | 105 | · | 0 | 107 | 98 | 101 | 101
O=C(NC(=S)Nc1ccc(Cc2ccncc2)cc1)c1ccccc1F | -27 | 99 | 10 | 11 | 100 | 8 | 2 | 101 | 96 | 101 | 104
CCn1c(C)nc2cc(C(=O)NNC(=S)Nc3ccc(OC)cc3)ccc21 | -40 | 98 | 11 | 17 | 95 | -2 | 0 | 95 | 93 | 96 | 97
O=C(NC1CCCC1)C(c1ccc(Cl)cc1)N(Cc1ccc(F)cc1)C(=O)CCl (configuration not stated) | -11 | 100 | 4 | 14 | 96 | · | -5 | 101 | 96 | 95 | 95
COc1ccc(Sc2ncnc3onc(C)c23)cc1 | -11 | 93 | -6 | 9 | 96 | -12 | 0 | 99 | 102 | 98 | 102
Cc1occc1-c1nnc(SCC(=O)c2ccc(Cl)cc2)n1CC1CCCO1 (configuration not stated) | -17 | 102 | 15 | 17 | 101 | · | -1 | 107 | 100 | 104 | 101
CCCCn1nc2cc(C(=O)N[C@H](C)C3CCCCC3)ccc2c1OCC | -27 | 98 | -8 | 9 | 98 | -20 | 2 | 96 | 95 | 96 | 99
O=C(CCc1ccccc1)Nc1ncc([N+](=O)[O-])s1 | -12 | 90 | 20 | 9 | 97 | -12 | -8 | 93 | 93 | 98 | 96
O=C(CSc1ccc(-c2cccnc2)nn1)c1ccc([N+](=O)[O-])cc1 | -26 | 91 | 50 | 23 | 97 | 9 | 0 | 96 | 95 | 95 | 94
O=C1CSC(c2ccc([N+](=O)[O-])cc2)N1CCN1CCCCC1 (configuration not stated) | -11 | 99 | 23 | 11 | 101 | 6 | 2 | 100 | 94 | 99 | 105
O=C(COC(=O)c1cc2ccccc2cc1O)Nc1cccnc1Cl | -35 | 103 | 7 | 9 | 101 | 0 | -1 | 101 | 100 | 100 | 96
COC(=O)c1ccc(C)c(NC(=O)C2COc3ccccc3O2)c1 (configuration not stated) | 0 | 102 | 8 | 26 | 100 | -1 | -1 | 103 | 99 | 99 | 103
O=C(CSc1nn(-c2ccccc2)c(=S)s1)NC(=O)NCc1ccco1 | -7 | 106 | 25 | 11 | 103 | · | 0 | 104 | 103 | 102 | 102
Fc1cc(Cl)ccc1NC(=S)NCCN1CCOCC1 | -40 | 98 | 4 | 9 | 95 | 17 | 0 | 97 | 96 | 94 | 94
CCOC(=O)c1c(C)nc(C(Cl)(Cl)Cl)nc1N | -2 | 104 | 5 | 10 | 104 | 2 | 2 | 99 | 96 | 105 | 104
CCC(=O)N1CCc2cc(Br)cc(S(=O)(=O)NCC3CCCO3)c21 (configuration not stated) | -14 | 110 | -10 | 16 | 109 | 7 | -5 | 107 | 100 | 110 | 100
Cc1cc(C(=O)CSc2nnnn2-c2ccc(O)cc2)c(C)n1Cc1ccc2c(c1)OCO2 | -26 | 99 | 18 | 9 | 99 | · | 2 | 97 | 96 | 100 | 99
COc1cc(C(=O)Nc2nc(-c3ccc(C)cc3)cs2)ccc1OCC(=O)N1CCOCC1 | -3 | 103 | -14 | 7 | 100 | 16 | -4 | 107 | 101 | 101 | 102
O=C(NN=C1CCN(Cc2ccccc2)CC1)c1cc(Br)ccc1O | -53 | 88 | 22 | 26 | 93 | 8 | 2 | 89 | 95 | 95 | 99

Carrying on.
SMILES | Mcl1 Bid PPI | Cdc42 wt | Mcl1-Noxa inh | Avidin bead fluor | HRas wt GTP | Pf gamet viab | Bim-Mcl-1 | Rac1 wt GTP bind | Rac1 act GTP bind | Rab2A wt mod | Rab7 wt GTP bind
c1ccc2c(c1)OCC(c1nn3c(Cn4nnc5ccccc54)nnc3s1)O2 (configuration not stated) | -12 | 106 | 5 | 17 | 107 | · | -7 | 102 | 99 | 105 | 103
Cc1ccc(C(=O)NN2C(=O)C3C(C2=O)C2C=CC3C23CC3)cc1 (configuration not stated) | -5 | 105 | 6 | 11 | 98 | · | -5 | 101 | 95 | 99 | 104
Cc1ccc2c(ccc[n+]2CC(=O)c2ccccc2)c1 | -7 | 102 | 1 | 6 | 101 | -20 | -5 | 103 | 100 | 100 | 100
CCCNc1nc(OC(C(F)(F)F)C(F)(F)F)nc(OC(C(F)(F)F)C(F)(F)F)n1 | -5 | 102 | -15 | 8 | 102 | · | 1 | 101 | 100 | 101 | 104
O=C1NC(=S)S/C1=C/c1ccc(Oc2cnccn2)cc1 | -39 | 91 | 19 | 11 | 92 | 6 | -1 | 96 | 92 | 92 | 101
Cc1csc(N(C)C(=O)CSc2nnc(COc3ccccc3C)o2)n1 | -13 | 98 | 0 | 9 | 99 | · | 0 | 99 | 98 | 100 | 96
O=C(CN1CC(=O)Nc2ccccc21)NCCc1ccc(Cl)cc1Cl | -34 | 96 | -1 | 5 | 97 | 3 | 0 | 98 | 99 | 101 | 104
